mec2-1 = NCI yeast anticancer drug screen, S. cerevisiae mec2-1 strain; growth inhibition, % at 50 µM; AID 157; 79,000 tested, 9% active;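 further: 0% = growth of vehicle-only cultures of the same strain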
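Vehicle-treated cultures served as reference for growth inhibition of compound-exposed mec2-1 yeast.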
rad50 = NCI yeast anticancer drug screen, S. cerevisiae rad50 strain. % growth inhibition at 50 µM. 79,000 tested, 10% active. AID 155;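 further: 0% = growth of vehicle-only cultures of the same strain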
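DNA repair mutant yeast, compound exposure, growth read-out; inhibition is taken relative to vehicle.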
yeast mlh1 rad18 = NCI yeast anticancer drug screen, S. cerevisiae mlh1 rad18 strain; % growth inhibition at 50 µM; 79,000 tested, 11% active; AID 175;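 further: 0% = growth of vehicle-only cultures of the same strain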
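In this whole-cell yeast screen, a strain with altered DNA damage repair is challenged with compound, and its growth is measured against matched vehicle-treated controls.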
yeast sgs1 mgt1 = NCI yeast anticancer drug screen, S. cerevisiae sgs1 mgt1 strain. 78,000 tested, 10% active. AID 161. growth inhibition, % at 50 µM;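 further: 0% = growth of vehicle-only cultures of the same strain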
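Mutant yeast exposed to compound; growth scored against vehicle-only wells.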
bub3 = NCI yeast anticancer drug screen, S. cerevisiae bub3 mutant strain | growth inhibition, % at 50 µM | 78,000 tested, 9.9% active | AID 167;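 further: 0% = growth of vehicle-only cultures of the same strain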
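Screening used yeast with an engineered genetic alteration affecting cell cycle control. Compound-exposed cultures were compared with vehicle cultures, and reduced growth was taken as inhibition.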
cln2 rad14 = NCI yeast anticancer drug screen, S. cerevisiae cln2 rad14 strain. growth inhibition, % at 50 µM. 78,000 tested, 8.3% active. AID 165;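 further: 0% = growth of vehicle-only cultures of the same strain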
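cln2 rad14 yeast strain; compound exposure; growth inhibition read vs vehicle controls.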
Active calls of the source: *; x = not tested or not shown. No stated cut-off is given here; in the data, active means growth inhibition above about 70%; inactive means the rest.

1: C=CCC(OC(=O)CCc1ccccc1)c1ccc2c(c1)OCO2 (configuration not stated)
2: C/C(=N\NC(=O)c1ccncc1)c1cc(Cl)ccc1Cl
3: CCc1ccccc1NC(=O)C(=O)CC(=O)c1sc(Nc2ccccc2Cl)nc1C
4: O=C(CN1CCCCCC1)Nc1ccc2c(c1)C(=O)c1ccc(NC(=O)CN3CCCCCC3)cc1C2=O
5: C=CC(C)(O)CCCCCCCCCCC (configuration not stated)
6: CN(C)c1ccc2c(=O)c3ccccc3oc2n1
7: Cc1ccc(CCCO)cc1
8: CCOC(=O)C1=C(O)C2C3CC4C2C(O)=C(C(=O)OCC)C2C1C3C42 (configuration not stated)

compound no.	1	2	3	4	5	6	7	8
mec2-1	-4	5	6	38	9	-17	-7	-8
rad50	25	3	6	-12	15	6	-9	-12
yeast mlh1 rad18	29	9	15	36	4	18	-15	4
yeast sgs1 mgt1	19	5	26	51	1	-8	-16	-4
bub3	52	0	-3	9	27	-21	-30	0
cln2 rad14	18	8	-17	39	-24	4	-2	-9

9: CC(C)(O)CC(O)(C(F)(F)F)C(F)(F)F
10: C=Cc1c(Cl)cccc1Cl
11: CC(=O)OC[C@H](O)[C@@]1(O)CC[C@H]2[C@@H]3CCC4=CC(=O)C=C[C@]4(C)[C@H]3[C@@H](O)C[C@@]21C
12: O=C1c2ccccc2C(=O)N1CCn1[nH]c(=O)c2ccccc2c1=O
13: C/C(=N/NC(=S)Nc1cccc(C)c1)c1ccccn1
14: CCOC(=O)NC(=S)Nc1ccn(C)c1
15: COc1ccc(CCNC(=O)Cc2cc(OCc3ccccc3)c(OC)cc2[N+](=O)[O-])cc1OC
16: O=C(O)C(=Cc1ccc(Br)cc1)C(=O)O

compound no.	9	10	11	12	13	14	15	16
mec2-1	-1	-9	15	-10	86*	37	8	-26
rad50	14	0	33	-3	80*	10	36	42
yeast mlh1 rad18	2	-11	27	14	91*	47	7	32
yeast sgs1 mgt1	-3	-6	24	-7	88*	5	26	14
bub3	3	-19	42	-4	90*	2	-4	23
cln2 rad14	-20	4	1	9	89*	40	1	21

17: CC(=O)c1c2c(cc3c1CC1(C3)Cc3cc4c(c(C(C)=O)c3C1)CCCC4)CCCC2
18: CCCCCC(=O)N1SC(NC(=O)OC)=Nc2ccccc21
19: Clc1ccc(/C=N/c2ccccn2)cc1
20: CC(CCOC(=O)CCl)OC(=O)CCl (configuration not stated)
21: COc1ccc([C@H]2CC(=O)N3CCCC3N2)cc1 (some centres not stated)
22: COc1ccccc1NC(=S)N1CCC(CCCC2CCN(C(=S)Nc3ccccc3OC)CC2)CC1
23: O=[N+]([O-])c1cccc(S/N=C/c2ccccc2)c1
24: COc1cc(C2c3cc4c(cc3[C@@H](OC3OC5CO[C@@H](C)OC5C(O)C3O)[C@H]3COC(=O)C23)OCO4)cc(OC)c1OC (some centres not stated)

compound no.	17	18	19	20	21	22	23	24
mec2-1	-13	47	-51	34	-2	-23	98*	-36
rad50	5	64	-37	13	-44	-30	99*	2
yeast mlh1 rad18	-4	84*	-31	19	-24	-13	99*	-84
yeast sgs1 mgt1	-7	65	-23	58	-19	-10	99*	-22
bub3	-10	91*	-54	43	-10	-21	98*	-17
cln2 rad14	9	84*	20	-1	-2	-12	92*	12

Single records (already shown).
Results for COc1ccc([C@H]2CC(=O)N3CCCC3N2)cc1 (some centres not stated) = mec2-1 = -2; rad50 = -44; yeast mlh1 rad18 = -24; yeast sgs1 mgt1 = -19; bub3 = -10; cln2 rad14 = -2
Results for O=C(CN1CCCCCC1)Nc1ccc2c(c1)C(=O)c1ccc(NC(=O)CN3CCCCCC3)cc1C2=O = mec2-1 = 38; rad50 = -12; yeast mlh1 rad18 = 36; yeast sgs1 mgt1 = 51; bub3 = 9; cln2 rad14 = 39
Results for COc1ccc(CCNC(=O)Cc2cc(OCc3ccccc3)c(OC)cc2[N+](=O)[O-])cc1OC = mec2-1 = 8; rad50 = 36; yeast mlh1 rad18 = 7; yeast sgs1 mgt1 = 26; bub3 = -4; cln2 rad14 = 1

The listing continues.
25: CCOC(=O)C(C#N)C(=N)C(=N)C(C#N)C(=O)OCC (configuration not stated)
26: CN(C)n1c(O)c(N=O)sc1=S
27: CN(C)c1nc(Cl)nc2c1ncn2C1OCC(O)C(O)C1O (configuration not stated)
28: C/C(=N\NC(N)=O)c1sc(-c2nc(C)c(/C(C)=N/NC(N)=O)s2)nc1C
29: CC1(C)CC(N(CCO)CCO)CC(C)(C)N1O
30: Cc1ccc(NC(=O)C(=O)C(C(=O)c2ccc3ccccc3c2)C2OC(=O)c3ccccc32)c(C)c1 (configuration not stated)
31: NC(=O)C1(Nc2ccc(-c3ccc(NC4(C(N)=O)CCCC4)cc3)cc2)CCCC1
32: C(/C=C/C=C/Nc1ccc(N=Nc2ccccc2)cc1)=Nc1ccc(N=Nc2ccccc2)cc1

compound no.	25	26	27	28	29	30	31	32
mec2-1	-1	-6	22	23	-3	27	-10	-38
rad50	-7	-31	11	33	4	46	-53	-33
yeast mlh1 rad18	-6	6	42	28	5	62	-34	-30
yeast sgs1 mgt1	-8	-8	5	21	11	33	-48	-26
bub3	2	-10	-5	-16	-7	35	-4	-26
cln2 rad14	-31	-26	1	43	-2	11	-16	-2

33: O=C(CCl)NNC1=Nc2ccc(Cl)cc2SC1
34: ClC(Cc1ccccc1)(c1ccccc1)c1ccccc1
35: CCOC(=O)/C=C/CC1CCNC1 (configuration not stated)
36: C\C=C/C=C/C=C/C(=O)O
37: O=[N+]([O-])c1ccc(F)c(C(F)(F)F)c1
38: CC1CCOC(c2ccc(Cl)cc2)O1 (configuration not stated)
39: CO/N=C(\C)C(=O)c1ccccc1
40: CC(C)c1cc2c(O)c(c1)Cc1cc(C(C)C)cc(c1O)Cc1cc(C(C)C)cc(c1O)Cc1cc(C(C)C)cc(c1O)Cc1cc(C(C)C)cc(c1O)Cc1cc(C(C)C)cc(c1O)C2

compound no.	33	34	35	36	37	38	39	40
mec2-1	-4	14	-3	60	-9	24	-29	-1
rad50	-2	-27	-23	66	-1	19	42	-21
yeast mlh1 rad18	11	-4	-6	45	-2	21	26	-24
yeast sgs1 mgt1	9	-1	-13	42	-4	-2	20	-15
bub3	6	14	-2	95*	-8	5	4	4
cln2 rad14	1	-27	-52	41	-25	-38	18	15

4 of these compounds in a different format.
37. O=[N+]([O-])c1ccc(F)c(C(F)(F)F)c1
  mec2-1: -9
  rad50: -1
  yeast mlh1 rad18: -2
  yeast sgs1 mgt1: -4
  bub3: -8
  cln2 rad14: -25

38. CC1CCOC(c2ccc(Cl)cc2)O1 (configuration not stated)
  mec2-1: 24
  rad50: 19
  yeast mlh1 rad18: 21
  yeast sgs1 mgt1: -2
  bub3: 5
  cln2 rad14: -38

40. CC(C)c1cc2c(O)c(c1)Cc1cc(C(C)C)cc(c1O)Cc1cc(C(C)C)cc(c1O)Cc1cc(C(C)C)cc(c1O)Cc1cc(C(C)C)cc(c1O)Cc1cc(C(C)C)cc(c1O)C2
  mec2-1: -1
  rad50: -21
  yeast mlh1 rad18: -24
  yeast sgs1 mgt1: -15
  bub3: 4
  cln2 rad14: 15

39. CO/N=C(\C)C(=O)c1ccccc1
  mec2-1: -29
  rad50: 42
  yeast mlh1 rad18: 26
  yeast sgs1 mgt1: 20
  bub3: 4
  cln2 rad14: 18

Later entries.
41: Cc1ccc(CNC(=O)NC(C)(C)C)cc1C
42: CC(=O)Nc1ccc(Cl)nc1
43: O=C(NC1CCCN1C(=O)/C=C\c1ccccc1)OCc1ccccc1 (configuration not stated)
44: CCOC(=O)/C=C\[C@H]1OC(C)(C)O[C@H]1[C@H](O)[C@H]1COC(C)(C)O1
45: Clc1ccc2c(c1)nnn2OC1CCCC1
46: Cc1cccc(NC(=O)Oc2ccc(-c3ccccc3)cc2)c1
47: O=C(CCCCCCCCC(=O)CN1CCc2ccccc2C1)CN1CCc2ccccc2C1
48: CC(=O)OCCOc1ccc2c(c1)OCO2

compound no.	41	42	43	44	45	46	47	48
mec2-1	-16	-15	-5	-14	-4	10	-1	-1
rad50	7	9	-9	-22	10	35	7	3
yeast mlh1 rad18	-15	-25	-12	-10	-7	12	19	31
yeast sgs1 mgt1	-8	-5	-14	-15	-11	15	31	5
bub3	-13	-10	1	-12	-11	30	-2	-2
cln2 rad14	-64	-50	-62	38	-25	20	-8	-24

49: Cc1ccc(C2=CSc3ccccc3N2)cc1
50: COc1ccc(C(C#N)Cc2ccccc2)c([N+](=O)[O-])c1 (configuration not stated)
51: COc1cccc(N)c1N
52: O=C(O)c1cnc2cc3c(cc2c1Nc1ccccc1)OCO3
53: CC1(C#N)N(C(=O)c2ccccc2)c2ccccc2N1C(=O)c1ccccc1
54: O=C1c2c(/C=C/c3ccc(Cl)c(Cl)c3)nc3ccccc3c2C(=O)N1CCN1CCCCC1
55: CC(C)(C)c1ccc2c3c(cccc13)-c1ccccc1C2=O
56: COc1ccc2c(c1)c(=O)c1ccccc1n2/C=C/C(=O)O

compound no.	49	50	51	52	53	54	55	56
mec2-1	38	-6	-15	-3	50	51	-2	-15
rad50	25	18	21	-7	19	89*	-13	-6
yeast mlh1 rad18	29	16	-9	-7	25	79*	-1	2
yeast sgs1 mgt1	46	5	-4	-9	46	83*	3	-9
bub3	62	0	-17	14	36	18	4	-3
cln2 rad14	-14	-34	5	-8	27	18	-29	4

57: Nc1nc2c(c(-c3nc(N)nc4c3Cc3ccccc3-4)n1)Cc1ccccc1-2
58: Nc1ccccc1NB(c1ccccc1)c1ccccc1
59: CC(C)C1Nc2ccccc2C1(C)C (configuration not stated)
60: S=C(S)N1CCC(CCCC2CCN(C(=S)S)CC2)CC1
61: O=C(CC1C(=O)Nc2ccccc2S1(=O)=O)Nc1cccc(Cl)c1 (configuration not stated)
62: CNC(=O)Nc1[nH]c(=O)ncc1Br
63: Cc1cn(CCCCCCCCCCCCOc2c3occc3cc3ccc(=O)oc23)c(=O)[nH]c1=O
64: O=C(Nc1ccc(F)cc1)Nc1ccc(F)cc1

compound no.	57	58	59	60	61	62	63	64
mec2-1	-1	22	-13	-22	-17	4	5	-11
rad50	34	22	-12	-9	-26	9	20	3
yeast mlh1 rad18	6	24	-17	-13	-27	12	20	-17
yeast sgs1 mgt1	-12	16	-26	x	-5	7	-4	-3
bub3	-22	-7	-15	x	-11	22	-2	-33
cln2 rad14	-14	-8	-21	x	6	8	23	-44

65: C(/C=C\c1ccccc1)=Nc1ccccc1
66: C[n+]1cc(-c2ccccc2)cc2ccccc21
67: O=C(CCN1CCOCC1)c1ccc(Oc2ccc(F)cc2)cc1
68: O/N=C1/C(=N/O)N(c2ccccc2)CN1c1ccccc1
69: COC1=CC(=O)c2ncc(Cl)cc2C1=O
70: Cc1ccc2nc(N/N=C/c3cccc(C)n3)cc(C)c2c1
71: C=CCNC(=S)Nc1cccc(OC(=O)NC(C)(C)C)c1
72: O=C1CC=NC(=S)N1

compound no.	65	66	67	68	69	70	71	72
mec2-1	-12	18	77*	20	95*	21	10	7
rad50	8	-1	67	18	96*	89*	2	-1
yeast mlh1 rad18	17	-14	88*	37	98*	84*	-1	28
yeast sgs1 mgt1	-5	0	85*	38	93*	90*	3	9
bub3	0	4	85*	7	84*	73*	2	-3
cln2 rad14	9	-18	78*	16	97*	75*	-19	8

73: O=C(O)c1cc2ccccc2c(N=Nc2cc(C(F)(F)F)ccc2Cl)c1O
74: Cc1cccnc1OCC(=O)O
75: NNC(=S)N/N=C\c1ccnc2ccccc12
76: NC(=S)NNC(=S)NC(=O)c1ccco1
77: CC(C)(C)CC(=O)Nc1ccccc1
78: COc1ccc(CNCCCCO)cc1
79: C=C1CC[N+]2(CCCC)CCCC12 (configuration not stated)
80: Fc1cccc2c1Cc1ccccc1-2

compound no.	73	74	75	76	77	78	79	80
mec2-1	-10	-7	3	6	-4	12	29	-9
rad50	-12	2	9	-40	29	26	5	6
yeast mlh1 rad18	-13	-26	23	-19	9	20	1	17
yeast sgs1 mgt1	-4	6	37	5	-17	7	16	-21
bub3	-6	-19	30	22	-9	-17	42	-2
cln2 rad14	5	-29	29	14	14	-20	-4	-59

81: N#C/C(=C/c1cc(Br)cc(Br)c1O)C(N)=O
82: N#Cc1ccc[n+](Cc2c(Cl)cccc2Cl)c1
83: O=C1NC(N2CCOCC2)=N/C1=C\c1ccc(Cl)cc1
84: CN(C(=O)Cc1ccccc1)n1cn[n+](CC(=O)OC(C)(C)C)c1
85: O=Nc1ccc(Br)cc1

compound no.	81	82	83	84	85
mec2-1	20	29	4	-14	0
rad50	50	7	2	-4	-8
yeast mlh1 rad18	36	44	-30	-24	-8
yeast sgs1 mgt1	x	23	5	-12	-12
bub3	x	21	-11	-25	13
cln2 rad14	x	6	-6	-8	6

Compound activity deposited in PubChem BioAssay by NCI.
